# Assay outcomes (PubChem BioAssay)
# DT40 TDP1 CPT: qHTS for Inhibitors of human tyrosyl-DNA phosphodiesterase 1 (TDP1): qHTS in cells in presence of CPT; chicken DT40 Tdp1-/-;hTDP1 cells + 20 nM CPT, ATP luminescence, 48 h; Potency, µM (titrated, usually from 46.2 µM), for inactives: top-dose activity change, negative = growth inhibition, most hits filed as inhibitors; 420,000 tested, 12% active; note: nearly all actives have a fitted effect of over 55% in size
#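 Cell growth measured by CellTiter-Glo luminescence after a minimum 48 h, 37 C compound exposure with 20 nM CPT in Tdp1-knockout DT40 cells stably expressing hTDP1, seeded 400/well; qHTS titration format.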
# FEN1 inh: qHTS Assay for the Inhibitors of Human Flap endonuclease 1 (FEN1); Potency, µM (highest dose often 114 µM), without a hit: top-dose activity change, negative = inhibition, actives largely listed as inhibitors; Recombinant FEN1 flap cleavage, fluorescence, 15 min; AID 588795, 2011; 390,000 tested, 0.35% active; note: nearly all actives have a fitted effect of over 65% in size
# Target sequence (P39748 whole entry, looked up): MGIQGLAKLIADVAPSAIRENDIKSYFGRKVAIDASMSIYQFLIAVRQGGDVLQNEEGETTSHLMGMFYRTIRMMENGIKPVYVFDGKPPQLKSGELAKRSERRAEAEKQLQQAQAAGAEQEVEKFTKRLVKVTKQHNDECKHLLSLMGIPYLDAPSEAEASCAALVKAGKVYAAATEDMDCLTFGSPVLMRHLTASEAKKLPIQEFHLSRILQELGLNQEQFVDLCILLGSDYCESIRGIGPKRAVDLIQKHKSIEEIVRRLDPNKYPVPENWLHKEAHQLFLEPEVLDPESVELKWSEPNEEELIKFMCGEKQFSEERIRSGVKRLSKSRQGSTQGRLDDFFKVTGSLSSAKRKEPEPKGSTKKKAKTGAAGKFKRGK
#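 Potency values derive from four-parameter Hill fits of normalized qHTS data. The reaction used 10 nM FEN1 preincubated 15 min at room temperature with compound, then 50 nM DNA substrate, read at 0 and 15 min.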
# N370S GC: qHTS Assay for Inhibitors and Activators of N370S glucocerebrosidase as a Potential Chaperone Treatment of Gaucher Disease. 330,000 tested, 0.092% active. N370S GC spleen homogenate, 4MU-glucoside fluorescence. Potency, µM (series often up to 59.4 µM), for the others: at the top dose activity change, negative = inhibition, usual class: inhibitors. Lysosomal acid glucosylceramidase (Homo sapiens), P04062;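 note: 0% = full enzyme activity and -100% = no enzyme basal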
# An asterisk follows results filed as active; ? = inconclusive; . = no result given; & = joins results of further samples; [ ] = another dose, or the depositor's remark. Calls come from the whole dose curve; as a rule, active = well fitted curve in the direction sought with a large enough effect; inconclusive = small, poorly fitted or top-dose-only effect, or another doubt; inactive = no such curve, though single readings can be large; an effect the other way counts as inactive or inconclusive. Unless noted, % is set by controls: 0 for no effect and ±100 for the full control effect; potency is the fitted concentration of half-maximal effect.
# Fields – DT40 TDP1 CPT	FEN1 inh	N370S GC
- Cc1nc2ccc(C(C(F)(F)F)(C(F)(F)F)C(F)(F)F)cc2[nH]1
  ?	-6.8%	5.1%
- Cc1ccccc1C(=O)NCCNC(=O)c1ccccn1
  -8.4%	-11.4%	0.8%
- Cc1c(C(=O)NCCN(C)C)oc2ccc(S(=O)(=O)N3CCC4(CC3)OCCO4)cc12
  1.3%	-1.3%	-4.3%
- Cc1ccc(Cl)cc1N1CCN(C(=O)C2CCC(=O)N(C3CCCCCC3)C2)CC1 (stereo unspecified)
  6.51µM*	16.4%	-3.4%
- CCCN(CCC)S(=O)(=O)c1ccc(C(=O)N2CCn3c4c(c5cc(C)ccc53)CCCC42)cc1 (stereo unspecified)
  16.4µM*	-6.3%	.
- Cc1ccc(C)c(N2CCN(C(=O)CCc3nnc4n(C)c(=O)c5ccccc5n34)CC2)c1
  ?	6.4%	.
- O=C(COc1ccc(Cl)cc1)NCCS(=O)(=O)N1CCN(c2ccc(F)cc2)CC1
  ?	0.9%	-1.1%
- CC(C)(O)C(=O)N=Nc1c(O)[nH]c2ccccc12
  0.4%	-9.0%	-12.1%
- O=C(NC1CCCCC1)c1ccc2c(c1)N(Cc1cccc(Cl)c1)C(=O)c1ccccc1S2=O (stereo unspecified)
  ?	9.2%	.
- CCOC(=O)N1CCN(Cc2nc3c(c(=O)n(C)c(=O)n3C)n2Cc2ccc(F)cc2)CC1
  ?	10.1%	7.0%
- O=C(c1ccco1)N1CCN(C(=O)c2ccc(-c3ccc(Cl)cc3)o2)CC1
  18.4µM*	7.3%	.
- Fc1ccc(-c2cnn3c(-c4cccs4)ccnc23)cc1
  -0.8%	-3.2%	6.4%
- CCOC(=O)/C=c1\s/c(=C\c2ccc3c(c2)OCCO3)c(=O)n1CC(=O)NCC1CCCO1 (stereo unspecified)
  -24.9%	-8.6%	-20.1%
- CN(C)c1ccc(/C=N/OC(=O)Nc2ccccc2Cl)cc1
  8.2µM*	2.5%	6.6%
- COc1cc(C=O)ccc1OCc1ccccc1Br
  4.5%	15.3%	-9.0%
- Cn1c(-c2ccc(F)cc2)cnc1NCc1ccc(F)cc1F
  -3.8%	-8.0%	?
- COc1cc(OC)c2ccc(=O)oc2c1C(CCN1CCCC(C)C1)c1ccc2c(c1)OCO2 (stereo unspecified)
  10.3µM*	-15.7%&-4.6%	-5.0%&-5.2%
- COc1ccc(CCN(C)C(=O)C2CCCN(C3CCN(Cc4ccccc4)CC3)C2)cc1OC (stereo unspecified)
  ?	13.9%	-12.5%
- Cc1ccc(S(=O)(=O)c2nc(-c3ccccc3)oc2SCC(=O)NC2CCCCC2)cc1
  -19.2%	16.5%	.
- Fc1ccc(Nc2nnc(C(F)(F)F)s2)cc1
  -13.4%	-2.9%	4.9%
- CCCCCCn1cnc2c(c1=O)c1nc3ccccc3nc1n2/N=C/c1ccco1
  ?	1.5%	-7.2%
- CCc1ccc(C(O)(CC)C(CN2CCOCC2)c2ccccc2)cc1 (stereo unspecified)
  ?	15.3%	-18.7%
- COc1cc(/C=C/C(=O)OC2CC3CCC2(C)C3(C)C)ccc1O (stereo unspecified)
  18.4µM*	-23.6%	?
- Cc1ccccc1N=C/C=C1/C=C(c2ccccc2)OC(C)(C)O1
  ?	-2.2%	7.2%
- CN(C)C(=S)Nc1ccc(Cl)cc1
  -5.5%	-4.8%	-0.3%
- Cc1ccc(Cl)cc1N(C)C(=O)C1CCCN(c2ncnc3onc(-c4ccc(F)cc4)c23)C1 (stereo unspecified)
  7.31µM*	-12.7%	.
- CCC(=O)NC(Nc1sc2c(c1C(=O)OC)CCN(C)C2)(C(F)(F)F)C(F)(F)F
  -17.5%	-19.1%	3.2%
- COc1ccc(NC(=O)CCc2nnc3n(CC(C)C)c(=O)c4ccccc4n23)cc1
  0.4%	0.5%	.
- O=C(CSc1nc2ccccc2c(=O)n1-c1cccc(C(F)(F)F)c1)NC1CC1
  18.4µM*	2.6%	8.8%
- c1ccc(OCCSc2nnc3sc4ccccc4n23)cc1
  -27.1%	0.9%	7.9%
- O=C1CCC(=O)N1c1nc2nc(-c3ccccc3)cc(-c3ccccc3)n2n1
  -15.7%	-16.4%	18.5%
- CC1(C)NC(=O)N(CC(O)CN(c2ccccc2)S(=O)(=O)c2ccc([N+](=O)[O-])cc2)C1=O (stereo unspecified)
  -7.6%	-14.6%	-4.1%
- O=C(CN(C(=O)Cn1nnc(-c2cccs2)n1)c1cnc2ccccc2c1)NCC1CCCO1 (stereo unspecified)
  -17.6%	-2.2%	17.8%
- C[C@H](CO)N1C[C@H](C)[C@@H](CN(C)C(=O)Nc2ccc3c(c2)OCO3)Oc2ccc(NS(=O)(=O)c3ccc(F)cc3)cc2C1=O
  8.2%	9.7%	.
- O=C(CCOc1ccccc1)Nc1cccc(S(=O)(=O)Nc2ccccc2Cl)c1
  -23.4%	-17.5%	-0.6%
- CCc1nnc(NS(=O)(=O)c2ccc(NC(=S)NC(=O)c3ccc(OC)cc3)cc2)s1
  4.1%	0.8%	9.0%
- CCOc1cccc(C(=O)Nc2ccc3oc(-c4ccncc4)nc3c2)c1
  ?	-2.1%	.
- Cc1cc(SCC(=O)Nc2cccnc2Cl)nc2ccccc12
  -2.5%	-1.7%	-6.2%
- CC(=O)c1ccc(NC(=S)N2CC(C)CC(C)C2)cc1 (stereo unspecified)
  -27.3%	7.1%	5.1%
- COc1ccc(NC(=O)c2cnc3sc(N4CCOCC4)nn3c2=O)c(OC)c1
  -14.6%	27.2%	.
- O=C1CSC(=NC(=O)c2ccccc2)N1
  -4.8%	9.8%	-1.8%
- COc1ccc(Cl)cc1NC(=O)CN(C)CC(=O)Nc1c(C)n(C)n(-c2ccccc2)c1=O
  ?	-4.0%	.
- CCOC(=O)c1sc2nc(C)c([N+](=O)[O-])c(COC)c2c1N
  -13.5%	7.5%	-2.4%
- O=C(CSCc1ccc([N+](=O)[O-])cc1)NCCSCc1ccccc1
  -23.4%	-16.0%	4.3%
- O=C(c1ccc([N+](=O)[O-])cc1)n1nc(-c2ccccc2)nc1NCc1ccc(F)cc1
  -13.1%	12.7%	3.7%

# (further entries)
molecule | DT40 TDP1 CPT | FEN1 inh | N370S GC
CC(=O)c1cccc(N(CC(=O)O)S(C)(=O)=O)c1 | -1.7% | -6.1% | -0.6%
N=c1n(CCO)c2ccccc2n1CCOc1ccc(F)cc1 | 20.6µM* | -11.7% | .
CCCNC(=S)Nc1ccc2nc(-c3ccccn3)c(-c3ccccn3)nc2c1 | -4.0% | -1.3% | -3.0%
CSC(=Nc1ccccc1)Nc1ccccc1 | 2.4% | 10.9% | -12.1%
Cc1csc(=O)n1CC(=O)OCC(=O)Nc1ccccc1C(C)C | -18.7% | 17.7% | .
CCOC(=O)C1CC(C)=C(C)CC1C(=O)O (stereo unspecified) | -2.2% | -9.6% | 2.6%
Cc1cnc(CNc2nc(-c3ccccc3C)nc3ccccc23)cn1 | -17.1% | . | ?
O=C(NCc1ccc2c(c1)OCO2)C1CCN(S(=O)(=O)c2ccc(Br)s2)CC1 | -22.3% | -7.9% | -1.6%
CC(CCc1ccccc1)C(=O)NO (stereo unspecified) | -0.9% | 2.3% | -15.6%
Cc1ccc(C(OC(=O)c2ccco2)C(=O)NC(C)(C)C)cc1 (stereo unspecified) | 12.3% | 1.2% | 5.6%
CCOC(=O)N1CCc2c(sc3c2c(=O)n(-c2ccc(Cl)cc2)c(=O)n3CC(=O)Nc2ccccc2)C1 | ? | -0.1% | .
CC1(C)CC(=O)C(C=NCCCO)=C(O)C1 | -0.8% | 2.2% | -1.7%
CC(C)(C)OC(=O)C1C(=O)CC(C)(O)C(C(=O)OC(C)(C)C)C1c1cccnc1 (stereo unspecified) | -9.9% | 11.4% | 2.3%
O=C(NC1CCCC1)C(c1cccs1)N(C(=O)c1ccno1)c1ccccc1 (stereo unspecified) | -0.5% | 2.1% | -1.8%
CCCCNC(=S)Nc1ccc2cn[nH]c2c1 | 0.8% | -3.2% | -0.3%
CCn1nc(-c2ccccc2)c(-c2ccccc2)c(C(=O)Nc2ccccc2C(N)=O)c1=O | ? | 17.1% | .
Cc1cccc(-c2nsc(SCC(=O)Nc3nccs3)n2)c1 | -16.2% | 7.4% | 7.0%
NC(=O)Cc1ccc(C(=O)c2ccc(Cl)cc2Cl)s1 | -16.4% | -5.2% | 7.2%
Cc1[nH]c2ccccc2c1C(=O)C(=O)NCc1cccs1 | 4.8% | -2.3% | 4.6%
CC(=O)c1ccc(NC(=O)CSc2nc(-c3ccccc3F)nc3c2c(=O)n(C)c(=O)n3C)cc1 | ? | -11.8% | .
COC(=O)Nc1ccc(S(=O)(=O)Nc2cccc3ccccc23)cc1 | ? | 11.1% | 11.7%
COc1cccc(C(C(=O)NC2CCCCC2)N(C(=O)c2cccs2)c2ccc3c(c2)OCO3)c1 (stereo unspecified) | ? | -10.0% | 0.0%
O=C(O)c1cnc(-c2ccccc2)nc1Sc1ccc(Cl)cc1Cl | 22.1% | 1.9% | -11.5%
COc1ccc(Br)cc1/C=N/Nc1ccc(Cl)c(C(=O)O)c1 | 3.0% | 0.6% | -21.7%
N/C(=N\OC(=O)C(c1ccccc1)c1ccccc1)c1cccnc1 | ? | -19.3% | 25.9%
Cc1nc(NC(=O)c2ccccc2)sc1C | -22.8% | -6.8% | 0.7%
Cc1ccc(N(C(C)C(=O)O)S(=O)(=O)c2cccnc2)cc1 (stereo unspecified) | 2.3% | 0.8% | -6.1%
CC1(C)CC[C@]2(C(=O)O)CC[C@]3(CO)C(=CCC4[C@@]5(C)C[C@H](O)[C@H](O)[C@@](C)(C(=O)O)C5CC[C@]43C)[C@@H]2C1 (stereo partly specified) | 0.2% | -1.3% | .
CCOC(=O)c1cc(-c2ccccc2)n(-c2cccc(C(=O)Nc3ccc(OC)cc3)c2)c1C | ? | -2.1% | .
Cc1ccc(NC(=O)COc2ccccc2C(N)=O)cc1S(=O)(=O)N1CCCCCC1 | 4.11µM* | -22.1% | .
COc1ccc(S(=O)(=O)c2ccccc2)cc1NC(=O)c1c(F)cccc1F | ? | 13.5% | 12.5%
COc1ccccc1C1OC(=O)CC1C(=O)OC[C@@H]1CCCN2CCCCC12 (stereo partly specified) | 20.8%[9.04 µM] | . | -12.4%
CN(C1=C(N2CCCCC2)C(=O)c2ccccc2C1=O)c1ccccc1 | 14.6µM* | -21.2% | 14.8%
CCc1c(C)sc(NC(=O)C2CC(c3c(F)cccc3Cl)=NO2)c1C#N (stereo unspecified) | 16.4µM* | -16.7% | ?
O=C(c1ccc(Br)o1)N1CCN(C23CC4CC(CC(C4)C2)C3)CC1 | ? | -4.1% | .
CC(=O)c1cn(CC(=O)Nc2cccc(C)c2C)c2ccccc12 | ? | 1.4% | 6.8%
COC(=O)C1=C(C)N(CCCC(=O)O)C(=O)NC1c1ccc(C#N)cc1 (stereo unspecified) | -12.6% | -17.7% | .
CCOC(=O)Cc1csc(NC(=O)c2cc(C)cc(C)c2)n1 | 10.9% | -1.7% | -3.8%
O=C(NCCc1ccccc1)C1CCN(c2ncnc3c2nc2n3CCCCC2)CC1 | -4.6% | -3.0% | .
COc1ccc(OC)c(N=c2oc3cc(O)ccc3cc2C(N)=O)c1 | 14.6µM* | -25.9% | ?
Cc1cccc2sc(NC(=O)C3c4ccccc4Oc4ccccc43)nc12 | 11.6µM* | -8.2% | -8.1%

# Only part of the results is shown; rates above refer to the full screens.
